# NadD inh: NadD (S. aureus) enzyme inhibition; inhibition, % at 20 µM; AID 602399; actives 0.78% (n = 360,000); purified NadD enzyme, colorimetric absorbance read-out; in the data active means inhibition above about 26%; further: some compounds past the cut are filed as inactive
# MsrA inhibitor: inhibitors of bovine MsrA; purified bovine MsrA, absorbance read-out; inhibition, % at 15.5 µM; actives 0.75% (n = 360,000); in the data active means inhibition above about 4.5%;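 further: 0% = vehicle wells with enzyme and 100% = reference inhibitor wells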
# Scp1 inh: Scp-1 (human) phosphatase inhibition; Q9GZU7; Recombinant Scp1, phosphopeptide, malachite green phosphate absorbance; inhibition, % at 20 µM; actives 0.88% (n = 340,000); AID 493091;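 active means inhibition above about 50% at 20 µM, limit read from the data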;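 further: plate controls were DMSO wells with enzyme for no effect and wells lacking enzyme for full effect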
# Target sequence (Q9GZU7 76-261 limits assumed): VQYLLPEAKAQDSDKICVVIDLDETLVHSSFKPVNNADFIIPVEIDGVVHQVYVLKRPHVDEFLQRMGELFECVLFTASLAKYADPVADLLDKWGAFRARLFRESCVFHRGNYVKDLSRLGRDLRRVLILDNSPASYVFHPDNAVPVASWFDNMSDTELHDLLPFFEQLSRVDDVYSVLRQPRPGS
#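 Times: enzyme reaction 45 min at room temperature, colour 5 min, stabilisation 30 min. Material: SCP-1 catalytic fragment, aa 76-261. Medium: Acidic Tris acetate buffer with magnesium and detergent. Signal: colorimetric free-phosphate detection, absorbance 630 nm. Read-out basis: % inhibition of SCP-1 phosphate liberation. Reagent: Phosphorylated 17-residue peptide substrate.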
# Tb MetRS inh: blocks T. brucei methionyl-tRNA synthetase activity | purified T. brucei MetRS, ATP depletion, Kinase-Glo luminescence | inhibition, % at 11.9 µM | actives 0.4% (n = 360,000);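 active means inhibition above a per-plate cutoff of the control wells' mean inhibition plus 3 SD, cut at about 5.5% in these data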;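 further: 0% = DMSO wells median and 100% = median of wells with control inhibitor compound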
#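 Assay system: T. brucei methionyl-tRNA synthetase, purified | Medium: HEPES buffer with MgCl2, KCl, DTT, spermine, BSA, pyrophosphatase | Compound: 11.9 µM single point | Incubation: 15 min enzyme-compound preincubation, 2 h reaction, 10 min detection, 25 °C | Measured by: Kinase-Glo luciferase luminescence reporting remaining unconsumed ATP | Measure: % inhibition normalized to control-well medians | Replication: Singlicate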
# STEP block: inhibitors of human striatal-enriched phosphatase STEP. inhibition, % at 20 µM. P54829. actives 0.25% (n = 360,000). recombinant STEP, OMFP fluorogenic substrate, fluorescence;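 active means inhibition at 20 µM, scaled per plate between control wells, above about 37%, limit read from the data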;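 further: 0% = DMSO with enzyme and substrate and 100% = substrate only without enzyme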
# Target sequence (P54829 whole entry, looked up): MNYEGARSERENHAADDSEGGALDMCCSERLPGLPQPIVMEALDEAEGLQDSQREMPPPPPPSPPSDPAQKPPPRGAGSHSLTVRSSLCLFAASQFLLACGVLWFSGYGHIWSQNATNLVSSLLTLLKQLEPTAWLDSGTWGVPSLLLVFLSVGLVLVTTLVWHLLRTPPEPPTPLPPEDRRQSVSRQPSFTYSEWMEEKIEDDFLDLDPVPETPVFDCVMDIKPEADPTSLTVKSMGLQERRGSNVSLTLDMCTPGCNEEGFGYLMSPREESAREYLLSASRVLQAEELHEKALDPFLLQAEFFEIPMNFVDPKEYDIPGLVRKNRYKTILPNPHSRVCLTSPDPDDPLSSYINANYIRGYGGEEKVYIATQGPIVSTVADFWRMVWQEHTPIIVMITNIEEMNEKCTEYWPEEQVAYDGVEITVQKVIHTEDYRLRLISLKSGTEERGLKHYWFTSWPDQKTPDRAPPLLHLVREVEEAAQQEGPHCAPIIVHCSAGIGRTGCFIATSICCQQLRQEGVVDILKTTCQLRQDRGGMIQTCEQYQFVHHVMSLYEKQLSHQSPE
#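 Assay system: isolated STEP enzyme. Buffer or medium: pH 6.0 Bis-Tris with DTT and Tween 20. Also added: fluorogenic phosphatase substrate OMFP at 25 µM final. Dosing: 20 µM, 1% DMSO. Timing: 20 min reaction, room temperature, in the dark. Measured by: fluorescence intensity, excitation 480 nm, emission 540 nm. Evaluation: normalized % inhibition.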
# Rpn11 block: inhibitors of human proteasome Rpn11. human 26S proteasome, Ub4-pepOG fluorescence polarization; 20S core pre-blocked with epoxomicin. actives 0.59% (n = 360,000). AID 588493. calls only at 20 µM;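 active means inhibition at 20 µM, scaled to each plate's controls, above about 33%, limit read from the data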
# DNMT1 inh: blocks human DNA methyltransferase DNMT1. P26358. DNMT1 molecular beacon, Hinp1I cleavage, fluorescence. actives 0.83% (n = 360,000). inhibition (reported as % activation of signal), % at 10 µM; in the data active means inhibition above about 50%
# SUMO1 PPI mod: modulators of human SUMO1-mediated protein-protein interactions | actives 0.33% (n = 360,000) | AID 602429 | inhibition, % at 20 µM | SUMO1 binding to a labelled peptide, TR-FRET, 1 h | P63165; in the data active means inhibition above about 37%
# LMPTP block: LMPTP (human) inhibition; actives 0.22% (n = 360,000); recombinant LMPTP-A, OMFP fluorogenic substrate, fluorescence intensity; inhibition, % at 20 µM; AID 651560;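 active means compounds that cut the enzyme signal by at least half of the control window in the single-dose screen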;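 further: plate controls were DMSO wells with enzyme plus substrate for no effect and substrate without enzyme for full effect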
#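 test system = LMPTP-A | amount = 0.625 nM LMPTP-A final | reagent = fluorogenic phosphatase substrate OMFP at 400 µM final | incubation = 50 min at room temperature | benchmarks = no-enzyme low control, uninhibited high control | medium = Bis-Tris pH 6.0, DTT, detergent | signal = fluorescence intensity of OMFP turnover product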
# CSN deneddyl inh: inhibitors of human CSN-mediated cullin deneddylation. actives 0.38% (n = 360,000). Purified CSN, SCF-Nedd8-OG deneddylation, fluorescence polarization. AID 651999. Q92905. inhibition, % at 12.5 µM;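 active means pattern-corrected inhibition above about 35%, with an unprinted fluorescence ratio check between 0.5 and 1.5, limit read from the data, passing the limit was not always enough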;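 further: 0% = enzyme with substrate and 100% = substrate without enzyme; some results filed as inactive read as strong as hits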
# Target sequence (Q92905 whole entry, looked up, one chain of several): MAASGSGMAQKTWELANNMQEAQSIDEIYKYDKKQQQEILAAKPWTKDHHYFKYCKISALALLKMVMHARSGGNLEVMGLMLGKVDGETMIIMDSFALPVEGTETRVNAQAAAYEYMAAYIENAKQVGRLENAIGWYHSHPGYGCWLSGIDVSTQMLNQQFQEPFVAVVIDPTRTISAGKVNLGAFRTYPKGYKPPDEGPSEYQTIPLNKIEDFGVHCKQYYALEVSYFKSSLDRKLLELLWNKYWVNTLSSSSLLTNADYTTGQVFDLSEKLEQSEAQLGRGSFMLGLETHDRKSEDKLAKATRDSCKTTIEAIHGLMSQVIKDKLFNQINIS
#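 Detection – fluorescence polarization · System – HEK293T-derived human Csn5 enzyme · Controls – substrate-only high control, full reaction low control · Timing – 90 min, room temperature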
# * hit, by the source's call; i = inactive; . = no result given.
SMILES,NadD inh,MsrA inhibitor,Scp1 inh,Tb MetRS inh,STEP block,Rpn11 block,DNMT1 inh,SUMO1 PPI mod,LMPTP block,CSN deneddyl inh
NC(=O)C1CCN(C(=O)c2cc(S(=O)(=O)N3CCOCC3)c(Cl)cc2Cl)CC1,-5,-0.3,-7,-0.1,-3,i,1,-4,-1.5,-3
O=C(O)CC/C(=N\NC(=O)c1ccc(F)cc1)c1ccc(Br)cc1,2,-0.1,10,-1.0,-1,i,-7,3,-2.2,52*
CC(=O)C1CCC2C3CC=C4N(C)C(=O)CCC4(C)C3CCC12C (centres undefined),-4,-0.3,-5,-0.3,-1,i,4,-3,-0.8,-3
CCn1c(=O)c(C(=O)Nc2ccccc2)c(O)c2ccccc21,-2,-0.9,-7,-1.4,-1,i,8,3,-0.7,4
CC1=CC(=C(C#N)C#N)C=C(C)N1Cc1ccccc1,4,1.0,-10,0.0,-2,i,6,2,-0.4,-13
COc1cccc(-c2n[nH]c(=S)n2Cc2ccco2)c1,1,0.2,9,-0.2,-2,i,15,7,0.5,-2
O=C(NCCNC(=O)c1ccc([N+](=O)[O-])cc1)c1ccncc1,-3,0.9,-5,-0.9,-2,i,5,-23,-2.6,2
O=C(NC1CC2CCCC(C1)N2C(=S)NCCc1ccccc1)C1CC1 (centres undefined),-2,3.2,-3,0.7,-1,i,1,-3,-0.1,0
Cc1ccc(C(=O)Nc2ncccc2S(=O)(=O)c2ccccc2)cc1,-5,-0.6,-11,-0.4,1,i,-2,3,2.1,2
CC(C)(C)c1cc(NC(=O)Nc2ccc(Br)cc2Cl)no1,-4,1.2,-5,-0.2,-2,i,4,-2,3.1,8

# Sorted by value in DNMT1 inh (ascending): some entries from above
Compound,DNMT1 inh
CC(C)(C)c1cc(NC(=O)Nc2ccc(Br)cc2Cl)no1,4
CC1=CC(=C(C#N)C#N)C=C(C)N1Cc1ccccc1,6
CCn1c(=O)c(C(=O)Nc2ccccc2)c(O)c2ccccc21,8

# (further entries)
SMILES,NadD inh,MsrA inhibitor,Scp1 inh,Tb MetRS inh,STEP block,Rpn11 block,DNMT1 inh,SUMO1 PPI mod,LMPTP block,CSN deneddyl inh
Cc1ccccc1NC(=O)Cc1nc(COC(=O)COc2ccccc2C(C)C)cs1,-3,-0.1,0,-0.4,0,i,0,1,3.0,1
CCN(Cc1ccccc1)C(=O)CSc1ncn[nH]1,-7,-0.1,2,-0.8,-2,i,3,3,-3.9,4
Clc1ccc(CSc2nncn2-c2ccc3c(c2)OCCO3)cc1,4,-1.0,3,-0.3,0,i,0,4,0.1,2
CCOC(=O)c1cccc(NC(=O)CCc2ccccc2)c1,-7,0.5,-2,0.3,-3,i,3,1,0.1,1
c1ccc2c(OCCCCN3CCCC3)cccc2c1,-3,-0.2,-5,-1.7,-3,i,-8,-40,-7.9,3
Cc1cn(C(C)C)c(=O)n(-c2ccccc2)c1=O,-6,0.0,-8,-0.2,-3,i,-2,6,-1.1,-7
CCOC(=O)c1c(C)[nH]c(C)c1C=O,5,0.4,-6,0.4,6,i,2,-2,0.8,-3
Cc1ccc(S(=O)(=O)N2CCC(=O)N(C(COC(=O)Nc3ccccc3)Cc3ccccc3)CC2)cc1 (centres undefined),-4,1.2,-18,0.0,1,i,-10,4,3.1,-1
Nn1c(SCC(=O)NCc2ccc3c(c2)OCO3)nnc1C1CC1,4,0.1,-12,-0.4,6,i,1,0,-3.5,1
CC1(C)c2[nH]c3ccccc3c2C[C@@H]2C(=O)N(c3ccc(F)cc3F)C(=O)N21,-4,0.5,-9,-0.1,2,i,-6,3,2.4,-1
Cc1cc(N2CCOCC2)nc(SCc2c(Cl)cccc2Cl)n1,1,-0.6,4,-0.2,-4,i,-8,4,3.4,-4
Cn1c(SCC(=O)N2CCOCC2)nc2c(c1=O)SCC2,-2,2.2,-8,-0.3,-4,i,0,-3,0.2,0
Nc1c(S(=O)(=O)c2ccccc2)nnn1-c1ccccc1,1,-0.3,-4,-0.7,6,i,1,-1,-1.6,0
CC(O)(CS(=O)(=O)Cc1ccc(Cl)cc1)C(=O)Nc1cccc(C(F)(F)F)c1 (centres undefined),-5,.,-10,-1.0,-1,i,6,-2,1.0,5
COc1ccc(/C=C(/NC(=O)c2ccc(OC)cc2)C(=O)NCCc2c[nH]c3ccccc23)cc1,2,0.4,-7,-0.1,4,i,-4,-2,-0.2,4
CCN1CCN(c2ccc(NC(=O)c3ccc(Cl)c(N4CCCC4=O)c3)cc2)CC1,5,1.7,-1,-0.1,-1,i,-2,-6,0.4,1
Cc1ccc(-c2nc(NC(=O)c3cc(C(C)(C)C)nn3C)sc2C)cc1Cl,7,0.1,0,-2.5,3,i,-1,-2,1.0,1
CN(C)c1ncc(C(=O)O)cn1,4,-0.7,-4,-1.8,-3,i,1,2,-2.3,-9
CC1(C(=O)NS(=O)(=O)c2cccc(C#N)c2)CCN1C(=O)Cc1ccc(Cl)cc1Cl (centres undefined),-1,0.7,.,-0.2,2,i,4,3,-1.6,1
O=C(N/N=C/c1cccc2ccccc12)c1cccnc1,-5,3.8,-13,-1.0,-1,i,1,-18,-1.1,-1
COC(=O)C1C2OC(C(Br)C2Br)C1C(=O)OC (centres undefined),-4,-0.3,.,0.0,-1,i,6,8,-1.4,-1
COC(=O)c1ccc(NC(=O)CCN2C(=O)C3C4CCC(C4)C3C2=O)cc1 (centres undefined),6,-1.5,-9,-0.2,0,i,2,5,0.5,-7
COc1cc2ncc(C(=O)c3ccccc3)c(N3CCN(Cc4ccccc4)CC3)c2cc1OC,1,.,1,-0.4,-4,i,-5,14,-0.1,-2
CC1(C)C2CCC1(CS(=O)(=O)N1CCCc3ccccc31)C(=O)C2 (centres undefined),-2,-1.8,-5,-1.2,6,i,1,2,-1.2,-1
OC(C#CCN1CCCC1)(c1ccccc1)c1cccnc1 (centres undefined),-4,-0.9,-2,-0.8,-2,i,16,-3,-1.5,2
O=C(C1CCN(Cc2ccc(F)cc2)CC1)N(CCc1ccccc1)Cc1ccccc1,2,-0.3,6,-1.2,0,i,0,-3,-0.9,-4
O=C(CC1C(=O)NCCN1CC1CCCCC1)NCc1ccc(F)cc1 (centres undefined),4,-1.0,-15,-0.7,-3,i,-3,0,-1.9,-5
O=C(CN(C(=O)c1csnn1)c1cccc(Cl)c1)NC1CCCCC1,-4,-1.3,-2,-0.5,2,i,3,1,-0.6,-4
CC(/C=C/C=C/c1ccccc1)=N/NC(=O)C(O)c1ccccc1 (centres undefined),4,4.3,-4,-0.4,0,i,0,-18,-0.4,-6
CCOc1ncccc1C(=O)OCC(=O)N(CC(C)C)c1c(N)n(Cc2ccccc2)c(=O)[nH]c1=O,-5,-0.5,-5,-0.2,1,i,1,3,0.1,3
COC(=O)c1nn(-c2ccccc2)c(Sc2ccc(C)cc2)c1/C=N/O,-4,-0.2,-7,-0.3,2,i,-3,-1,2.6,-3
CS(=O)(=O)N(CC(=O)N1CCCC1)c1cc(C(F)(F)F)ccc1Cl,-8,1.7,-4,-0.5,-3,i,1,-1,-1.1,-4
C[C@@H](NC(=O)C[C@@H]1C[C@@H]2c3cc(NS(=O)(=O)c4ccc(F)cc4)ccc3O[C@@H]2[C@@H](CO)O1)c1ccccc1,-1,-0.3,.,0.4,-1,i,-1,-2,-1.5,-4
Cc1ccc(S(=O)(=O)Nc2ccc3c(c2)C(=O)N([C@@H](C)CO)C[C@@H](C)[C@@H](CN(C)C(=O)NC(C)C)OCCCC[C@H](C)O3)cc1,4,0.5,.,-0.8,-1,i,1,4,-2.3,-4
COc1ccc(-c2[nH][nH]c(=O)c2NC(=O)c2ccccc2Br)cc1,-2,-0.4,.,-0.8,2,i,-20,3,-0.3,-3
CCc1sc(NC(=O)CN2CCOCC2)nc1-c1ccccc1,-1,0.4,0,0.0,-2,i,-3,4,0.1,-2
COC(=O)c1sccc1NC(=O)c1ccc(OC)c([N+](=O)[O-])c1,-4,0.1,-3,-0.7,-1,i,4,0,1.1,-1
CC(C)(C)C1CCC(N2CCN(c3ccccc3)CC2)CC1 (centres undefined),-4,1.1,-4,-1.8,-1,i,10,-2,-1.2,-3
COc1ccc(N2c3ccccc3CN(Cc3ccccc3)[C@@H](C)[C@H]2Cc2cccnc2)cc1,8,1.5,.,-1.8,2,i,-2,1,3.9,-3
CC(=O)N[C@@H](C)C(=O)N1CCN(S(=O)(=O)c2ccc(Cl)cc2)CC1,4,1.2,-6,0.0,0,i,3,7,0.1,5
Nc1nnnn1CC(=O)N/N=C/c1cc([N+](=O)[O-])ccc1Cl,1,0.8,-1,0.5,-6,i,2,-23,0.9,2
O=C(COC(=O)c1ccc(Br)o1)Nc1nc2c(F)c(F)c(F)cc2s1,34*,-0.4,35,-1.3,14,i,10,4,60*,10
Cc1ccc(CN2CC(C(=O)NC(c3nc4ccccc4[nH]3)C(C)C)CC2=O)cc1 (centres undefined),1,-0.1,0,0.0,0,i,4,0,-0.6,0
Nc1c(-c2ccccc2)nc(Cl)nc1-c1ccccc1,-4,0.1,-1,-1.4,0,i,0,-9,-0.4,3
Fc1cccc(-c2oncc2-c2nnnn2-c2ccc(Cl)cc2)c1,-6,-0.9,-7,-0.4,0,i,0,0,-2.0,1
Cc1ccc(CNC(=O)N[C@@H](Cc2ccccc2)C(=O)O)cc1,-1,-0.1,-2,-0.4,0,i,-3,0,-1.0,3
COc1cc(OC)c(C(=O)Nc2cc(Cl)ccc2-n2cncn2)cc1OC,-2,0.5,-11,-0.1,0,i,-3,2,0.2,-5
CC1=C(C(=O)N2CCCCCC2)CC(CC(=O)NCCc2ccccn2)C(=O)N1CCCN1CCCC1=O (centres undefined),8,0.8,.,-0.2,.,.,.,12,-2.4,2
Cc1ccc(C(O)c2ncc(-c3cccc(C(F)(F)F)c3)[nH]2)cc1 (centres undefined),7,-0.6,.,-0.4,-2,i,18,-3,1.9,-1

# Some of the entries above, reformatted.
# Each structure is followed by: NadD inh	MsrA inhibitor	Scp1 inh	Tb MetRS inh	STEP block	Rpn11 block	DNMT1 inh	SUMO1 PPI mod	LMPTP block	CSN deneddyl inh
Fc1cccc(-c2oncc2-c2nnnn2-c2ccc(Cl)cc2)c1
  -6	-0.9	-7	-0.4	0	i	0	0	-2.0	1
Cc1ccc(CNC(=O)N[C@@H](Cc2ccccc2)C(=O)O)cc1
  -1	-0.1	-2	-0.4	0	i	-3	0	-1.0	3
